Compound activity (PubChem BioAssay)
HEK293 tox – kills HEK 293 cells | HEK 293 viability, ATP luminescence (CellTiter-Glo), 48-72 h | Potency, µM (top dose mostly 115 µM), for inactives: top-dose activity change, negative = cytotoxicity, actives largely listed as inhibitors | AID 1345083 | 6.6% of 94,000 active; further: potency means the concentration at half of the fitted maximal effect; nearly all actives have a fitted effect of over 60% in size
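Cytotoxicity was scored by loss of ATP-coupled luminescence (CellTiter-Glo) in HEK 293 cells. Compound treatment ran 48 or 72 hr at 37 degree Celsius, 5% CO2, 95% humidity.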
FLuc inh – inhibitors of firefly (Photinus pyralis) luciferase | Potency, µM (doses to about 115 µM), for the others: top-dose activity change, negative = inhibition, usual class: inhibitors | 2.5% of 76,000 active | AID 1347043 | P08659 | purified P. pyralis luciferase, luminescence, biochemical; further: potency means the concentration at half of the fitted maximal effect; nearly all actives have a fitted effect of over 65% in size
Target sequence (P08659 whole entry, looked up): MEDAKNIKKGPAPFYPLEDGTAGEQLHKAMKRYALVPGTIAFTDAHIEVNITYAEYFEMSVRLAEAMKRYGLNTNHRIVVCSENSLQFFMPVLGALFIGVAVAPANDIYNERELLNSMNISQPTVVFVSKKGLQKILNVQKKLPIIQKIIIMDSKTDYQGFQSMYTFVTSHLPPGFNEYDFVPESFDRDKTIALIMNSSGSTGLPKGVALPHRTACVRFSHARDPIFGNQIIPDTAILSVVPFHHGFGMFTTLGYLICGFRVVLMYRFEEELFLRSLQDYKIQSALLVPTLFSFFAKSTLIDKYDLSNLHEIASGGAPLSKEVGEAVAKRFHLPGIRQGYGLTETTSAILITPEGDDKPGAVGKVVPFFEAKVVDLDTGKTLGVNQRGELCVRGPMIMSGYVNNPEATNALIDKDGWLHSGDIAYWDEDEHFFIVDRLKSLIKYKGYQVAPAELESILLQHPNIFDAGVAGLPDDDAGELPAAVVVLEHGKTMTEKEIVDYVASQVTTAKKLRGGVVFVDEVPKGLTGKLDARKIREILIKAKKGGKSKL
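Luminescence read by CCD imager after adding enzyme (10nM final) to wells holding compound, titrated in qHTS. Substrates 10uM each D-luciferin and ATP; buffer 50mM Tris acetate pH 7.5, 10mM Mg acetate, Tween-20, BSA.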
IP6K1 inhibitor – blocks human inositol hexakisphosphate kinase 1; Q92551; IP6K1 kinase, ADP-Glo luminescence, 2 h; active compounds read low; activity change, % (series mostly up to about 58 µM); 0.81% of 140,000 active; AID 1645851; in the data active means activity change below about -25%
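ADP-Glo luminescence measures ADP made by human IP6K1 during a 2 h RT reaction with ATP/IP6 (mix at 1.3 mM/130 uM); top library doses 57.5 and 19.1 uM final.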
GPT2 inh – GPT2 alanine aminotransferase inhibition; Q8TD30; Recombinant GPT2, coupled pyruvate oxidase/HRP Amplex Red fluorescence; Potency, µM (top dose mostly 57.7 µM), for the others: at the highest dose activity change, negative = inhibition, actives largely listed as inhibitors; 0.25% of 100,000 active; further: potency means the concentration at half of the fitted maximal effect; nearly all actives have a fitted effect of over 60% in size; many of its hits are not listed in these tables
Target sequence (Q8TD30 whole entry, looked up): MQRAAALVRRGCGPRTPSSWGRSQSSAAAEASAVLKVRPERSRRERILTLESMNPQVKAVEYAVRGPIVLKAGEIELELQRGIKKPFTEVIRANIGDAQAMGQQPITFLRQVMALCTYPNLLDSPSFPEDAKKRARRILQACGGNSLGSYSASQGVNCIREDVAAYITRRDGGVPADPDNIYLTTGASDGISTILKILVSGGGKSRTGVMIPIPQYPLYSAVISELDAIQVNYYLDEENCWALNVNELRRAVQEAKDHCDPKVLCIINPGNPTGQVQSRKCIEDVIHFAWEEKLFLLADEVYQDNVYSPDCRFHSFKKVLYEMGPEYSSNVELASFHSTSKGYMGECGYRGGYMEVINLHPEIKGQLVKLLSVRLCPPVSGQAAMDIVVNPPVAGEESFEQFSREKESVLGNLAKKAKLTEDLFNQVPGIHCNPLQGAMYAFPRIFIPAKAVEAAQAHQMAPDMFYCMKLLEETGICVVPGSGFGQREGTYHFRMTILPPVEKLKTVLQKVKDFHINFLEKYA
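Fluorescence of coupled pyruvate oxidase/HRP/Amplex Red system (50uM Amplex, 30 min, dark) reports pyruvate formed by GPT2. Enzyme reaction: 10ng/uL GPT2, 2mM L-alanine, 250uM a-KG, 30 min room temperature, pH 7.5; 50uM AOA control.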
SNCA expr inh – reduces expression of the alpha-synuclein gene. HEK-293 SNCA-luciferase knock-in, luminescence, 24 h. Potency, µM (titrated, usually from 57.2 µM), for the others: at the highest dose activity change, negative = inhibition, usual class: inhibitors. 0.17% of 140,000 active;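 further: potency means the concentration at half of the fitted maximal effect; plate controls were DMSO cells for no effect and cell-free wells for full effect; nearly all actives have a fitted effect of over 45% in size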
HEK293 viab – cell viability loss counter-screen. Potency, µM (series often up to 57.1 µM), without a hit: at the top dose activity change, negative = cytotoxicity, actives largely listed as cytotoxic. 0.12% of 150,000 active. HEK-293-SNCA-luc viability, GF-AFC fluorescence, 24 h. AID 1671193;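 further: potency means the concentration at half of the fitted maximal effect; 0% = DMSO-treated cells and -100% = medium-only wells without cells; nearly all actives have a fitted effect of over 30% in size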
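HEK-293-SNCA-luc cells (1500/well) plated 24 h, then exposed 24 h to a dilution series; GF-AFC added 30 min at 37C, fluorescence 405/540 nm; normalised to medium-only and DMSO wells, Hill fit.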
NIH3T3 tox – NIH 3T3 cell cytotoxicity; NIH 3T3 viability, CellTiter-Glo ATP luminescence, 48-72 h; Potency, µM (highest dose often 96.7 µM), without a hit: at the highest dose activity change, negative = cytotoxicity, hits mostly inhibitors; 4.3% of 94,000 active; further: potency means the concentration at half of the fitted maximal effect; nearly all actives have a fitted effect of over 55% in size
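Cells were seeded at 400 per well, treated with pin-transferred compound, and kept 48 or 72 hr at 37 °C before CellTiter-Glo addition and luminescence imaging of cellular ATP.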
* hit, by the source's call; i = inactive; u = inconclusive; x = no result given; [ ] = dose if it differs, or a comment. Unless noted, the call rests on the fitted dose curve; in most records, active means well fitted curve in the direction sought with a large enough effect; inconclusive means small, poorly fitted or top-dose-only effect, or another doubt; inactive means no such curve, though single readings can be large; an effect the other way counts as inactive or inconclusive. Unless noted, on the % scale 0 is the no-effect control and ±100 the full control effect.

Below each SMILES – NIH3T3 tox	HEK293 tox	FLuc inh	SNCA expr inh	HEK293 viab	IP6K1 inhibitor	GPT2 inh
COC[C@]1(O)CCN(C(=O)c2oc(COc3ccccc3)cc2C)CC1(C)C
    u	u	3%	16%	u	12	2%
Cc1nnc(-c2cc(-c3ccc(CO)cc3)ccn2)n1CCc1ccccc1
    -24%[138 µM]	u	5%[172 µM]	u	5%[87.6 µM]	-8	-6%[88.5 µM]
Cc1cnc(CC2CCCN(C(=O)C3(c4ccccc4)CC3)C2)n1Cc1ccc(F)cc1 (stereo not drawn)
    u	u	-13%	u	-22%	9	4%
Cc1oc2ccc(O)c(CN3CCCCCC3)c2c1C(=O)Nc1cccc(Cl)c1C
    x	x	x	22%	16%	-22	x
COc1cc(F)ccc1CN1CCC2(Cc3ccccc3CNC2=O)C1 (stereo not drawn)
    -9%	-24%	x	9%	-7%	-2	i
Cc1cc(N(C)CC(C)N2CCOCC2)n2nccc2n1 (stereo not drawn)
    -6%	-10%	14%	20%	2%	0	2%
CC(C)CN1C(=O)c2cccn2CC1C(=O)Nc1ccccc1F (stereo not drawn)
    -4%	-7%	3%	1%	-4%	-5	4%
O=C(Cc1ccccc1)N1CCCCCC1c1nnc(-c2ccccc2)o1 (stereo not drawn)
    -20%	u	x	30%	-8%	-8	4%
COc1ccc2cc1Nc1ccc(cc1)C[C@H](NCc1cccc(C(=O)O)c1)C(=O)N(C)[C@H](C(=O)Nc1ccccc1OCc1ccccc1)C2
    u	u	1%	-11%	-15%	16	0%
CC(C)CN(CC(C)C)c1nc(-c2ccc(Cl)cc2)nc2ccccc12
    x	x	x	-24%	-2%	-1	x
CCn1ccc(C(=O)N2CCC3(CC2)CC(c2nnc(COC)o2)N(C)C3)n1 (stereo not drawn)
    -2%	i	x	-9%	6%	14	4%
O=C(c1ccccc1Cl)N1CCn2c(nn(-c3ccc(C(F)(F)F)cc3)c2=O)C1
    u	u	-1%	5%	-6%	9	i
O=C(c1ccccc1F)N1CCC(N2CCCOC2=O)CC1
    i	i	x	4%	6%	-2	i
CCOc1ccc(N2CC(c3nc(-c4cc(OC)c(OC)c(OC)c4)no3)CC2=O)cc1 (stereo not drawn)
    x	x	x	27%	-2%	3	x
O=C(Cn1c2ncccc2c(=O)n1-c1ccccc1)Nc1ccc(Cl)cc1C(F)(F)F
    x	x	x	-7%	7%	-13	x
CCN(C(=O)CCS(=O)(=O)c1cc2[nH]c(=O)c(=O)[nH]c2cc1C)c1ccccc1
    x	x	x	8%	-12%	-6	x
COc1cccc(NC(=O)c2cnc(SCC(=O)N3CCCc4ccccc43)n(C)c2=O)c1
    x	x	x	9%	-3%	-27*	x
CCOc1cc(C2CC(=O)Nc3cc4c(cc32)OCCO4)ccc1O (stereo not drawn)
    x	x	x	15%	5%	6	x
O=C(Nc1ccc(F)cc1)N1CC2CC(C1)[C@H]1CCCC(=O)N1C2 (stereo partly drawn)
    3%	-4%	-10%	-4%	2%	28	i
CO[C@@H]1CCOC[C@H]1NS(=O)(=O)c1cc(F)ccc1C
    -12%	i	-1%	30%	12%	25	-2%[11.5 µM]

An excerpt from above, limited to HEK293 viab, FLuc inh and NIH3T3 tox.
canonical_smiles	HEK293 viab	FLuc inh	NIH3T3 tox
CCOc1cc(C2CC(=O)Nc3cc4c(cc32)OCCO4)ccc1O (stereo not drawn)	5%	x	x
O=C(Nc1ccc(F)cc1)N1CC2CC(C1)[C@H]1CCCC(=O)N1C2 (stereo partly drawn)	2%	-10%	3%
CO[C@@H]1CCOC[C@H]1NS(=O)(=O)c1cc(F)ccc1C	12%	-1%	-12%

Rewritten as comma-separated lines: part of the list above
Structure,NIH3T3 tox,HEK293 tox,FLuc inh,SNCA expr inh,HEK293 viab,IP6K1 inhibitor,GPT2 inh
CCN(C(=O)CCS(=O)(=O)c1cc2[nH]c(=O)c(=O)[nH]c2cc1C)c1ccccc1,x,x,x,8%,-12%,-6,x
CC(C)CN(CC(C)C)c1nc(-c2ccc(Cl)cc2)nc2ccccc12,x,x,x,-24%,-2%,-1,x

The results go on:
Below each SMILES – NIH3T3 tox	HEK293 tox	FLuc inh	SNCA expr inh	HEK293 viab	IP6K1 inhibitor	GPT2 inh
COc1ccc(C(C)C)cc1S(=O)(=O)NCCc1c(C)[nH]c2ccc(C)cc12
    x	x	x	u	-15%	3	x
O=S(=O)(c1ccc(Cl)cc1)c1nc(-c2ccccc2)oc1N1CCN(c2ccccc2)CC1
    x	x	x	-6%	11%	6	x
Cc1cnc(-c2cccnc2)n1C1CCCN(C(=O)C2CC2)C1 (stereo not drawn)
    -11%	0%	-2%	7%	2%	-5	-11%
O=C(C1CCOC1)N1CCC(N(Cc2ccccc2)C2CCOCC2)CC1 (stereo not drawn)
    -1%	89µM*	3%	-12%	2%	3	i
Cc1ccc(C(=O)N2CCn3c(nnc3-c3cccnc3)C2)cc1
    4%	i	x	6%	1%	10	i
CCOC(=O)c1ccccc1NC(=O)N1CCC(CN2CCOCC2)CC1
    x	x	x	-3%	-2%	17	x
Cn1ccc(NC(=O)c2cc(Oc3ccc(C(=O)N4CCC4)c(F)c3)c3c(c2)OC(C)(C)C3)n1
    x	x	x	x	4%	8	i
Cn1cc(CN2CCCC(COc3ccccc3C(=O)N3CCCCC3)C2)c2ccccc21 (stereo not drawn)
    u	u	8%	-9%	u	-7	2%
CCc1ccc(NC(=O)Cn2nnc(C(=O)NCCc3ccccc3)c2N)cc1
    x	x	x	29%	14%	-3	x
CC(C)CCN1CCOc2cc([S+](=O)([O-])Nc3cccnc3)ccc2C1
    28µM*	u	-8%[172 µM]	14%[87.6 µM]	-4%[87.6 µM]	0	4%[88.5 µM]
COCCn1cnnc1CN(C)c1cc(C2CC(O)C2)ncn1 (stereo not drawn)
    3%	-13%	2%	8%	8%	1	-13%
C/C=C/C=C/C(=O)N1CC[C@]23c4ccccc4N[C@H]4N(C)c5cccc6c5[C@@]42CCN([C@H]6C2OC2(C)C)[C@H]13 (stereo partly drawn)
    x	x	x	x	-11%[23.9 µM]	0	i
CCOCCCNC(=O)N1CCOc2ccc(CN3CCc4ccccc4C3)cc2C1
    -25%	u	2%	-1%	-3%	1	-4%
Cc1ccsc1C(=O)N1CC(c2nnc(-c3ccncc3)o2)C2(CCOCC2)C1 (stereo not drawn)
    -12%	5%	-5%	7%	0%	6	i
CC(=O)N1CCN(C[C@@H]2C=C(C)[C@H](Cc3nnc(-c4ccncc4)o3)C[C@H]2C(C)C)CC1
    -24%[174 µM]	u	2%[172 µM]	-14%[87.6 µM]	1%[87.6 µM]	-2	i
COc1ccc(C)cc1NC(=O)C1CCCN(c2cn[nH]c(=O)c2)C1 (stereo not drawn)
    1%	i	-7%	15%	-1%	17	-1%
Cc1c(NS(=O)(=O)c2cccc(C(=O)O)c2)c(=O)n(-c2ccccc2)n1C
    x	x	x	u	0%	-10	x
COCCNC(=O)C1CCCN1c1nccc(Nc2ccccc2F)n1 (stereo not drawn)
    -12%	-8%	x	u	5%[12.5 µM]	-4	2%
CC(=O)N1CCC(N[C@H]2C[C@@H](Cc3cc(CN4CCCCC4)on3)C2(C)C)CC1
    u	u	-1%[172 µM]	10%[87.6 µM]	u	19	2%[88.5 µM]
Cc1nc(NCCc2nccc(-c3ccccc3)n2)cc(C2CC(O)C2)n1 (stereo not drawn)
    u	u	0%	-2%	5%	2	3%
Cc1ccc(OCCn2nnc3sc4c(c3c2=O)CCC(C(C)(C)C)C4)cc1 (stereo not drawn)
    x	x	x	-10%	16%	-22	x
O=C(NC1CCN(c2nc3ncccc3o2)CC1)c1ccccc1Cl
    -29%	u	-5%	24%	-4%	-11	5%
CCC1CCCCN1CCCNC(=O)c1ccc2c(c1)c(C)c(C)n2CC (stereo not drawn)
    x	x	x	2%	-3%	-11	x
COc1cc(OC)cc(-c2nc(C3CC(=O)N(Cc4ccccc4OC)C3)no2)c1 (stereo not drawn)
    u	u	-5%	-17%	9%	32	i
Cc1ccc(C2Cn3nnc(-c4noc(-c5cccc(F)c5)n4)c3CO2)cc1 (stereo not drawn)
    i	2%	-10%	25%	-7%	-2	u
CC1CCC2(CC1)OCC(C(=O)NCc1ccccc1F)N2C(=O)c1ccc(F)cc1 (stereo not drawn)
    -24%	-30%	-4%	-4%	3%	9	-7%
CC(C)CN(Cc1cccnc1)C1CN(C(=O)NCc2ccccc2)C1
    -17%	0%	7%	5%	2%	-11	0%
CN1CCN(C2Cc3ccccc3Sc3ccc(Cl)cc32)CC1 (stereo not drawn)
    x	x	x	-5%	-11%	9	u
O=C(Nc1ccc2oc(-c3cccnc3)nc2c1)c1ccc(-c2ccc(Cl)cc2)o1
    x	x	x	0%	6%	13	x
COc1ccc(-n2c(SCc3ccccc3F)nc3c([nH]c4ccccc43)c2=O)cc1
    x	x	x	29%	-1%	4	x
O=C1NCCCCCCN(C(=O)C2CC2)[C@H]2C[C@H](C(=O)N3CCc4ccccc4C3)C[C@@H]12
    -9%	u	0%	-4%	-8%	11	-28%
Cc1cnc(-c2ccncc2)n1C1CCN(C(=O)COc2ccc(F)cc2)CC1
    -31%	-24%	-12%	-1%	-11%	2	i
O=C(Oc1ccccc1)c1ccccc1O
    x	x	x	7%[25.6 µM]	-3%[23.9 µM]	20	i
CN(Cc1ccccc1)[C@H]1[C@H](O)[C@H](CO)O[C@@H]1CNCc1ccc(F)cc1
    -11%	-15%	-6%	18%	-2%	9	i
O=C(NCc1ccc(F)c(F)c1)c1ccc2nnc(C3CC3)n2c1
    u	-2%[172 µM]	x	-3%[87.6 µM]	-1%[87.6 µM]	-12	5%[88.5 µM]
CCOc1ccc(NC(=O)Cn2c(-c3ccccc3)nc(C)cc2=O)cc1
    u	u	1%	u	-15%	-2	i
Cc1ccc2c(=O)cc(C(=O)Nc3sc4c(c3C(=O)NCc3ccccc3)CCCC4)oc2c1C
    x	x	x	-14%	7%	8	x
CNC(=O)c1noc([C@@H]2CC(F)(F)CN2C2CCOCC2)n1
    1%	5%	2%	-7%	-17%	1	i

A draw from above in order of count of non-hydrogen atoms, low to high:
Below each SMILES – NIH3T3 tox	HEK293 tox	FLuc inh	SNCA expr inh	HEK293 viab	IP6K1 inhibitor	GPT2 inh
CCn1ccc(C(=O)N2CCC3(CC2)CC(c2nnc(COC)o2)N(C)C3)n1 (stereo not drawn)
    -2%	i	x	-9%	6%	14	4%
O=C(Nc1ccc2oc(-c3cccnc3)nc2c1)c1ccc(-c2ccc(Cl)cc2)o1
    x	x	x	0%	6%	13	x
CCOCCCNC(=O)N1CCOc2ccc(CN3CCc4ccccc4C3)cc2C1
    -25%	u	2%	-1%	-3%	1	-4%

An excerpt. The share of hits here may be higher or lower than overall.
